HGIII-sPLA2 inh – Blocks human group III sPLA2 activity; QFRET BODIPY PC-A2 liposome hydrolysis, fluorescence; Q9NZ20; AID 743126; actives 0.56% (n = 370,000); inhibition, % at 12.2 µM;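 active = inhibition above mean plus 3 SD of compounds lying within the high and low control bounds, cut at about 19% in these data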;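 note: 0% = median of test compound wells and 100% = no enzyme DMSO wells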
Rev-erbA mod – Rev-erb alpha (human) modulation. actives 0.79% (n = 370,000). activity, % at 10 µM. Rev-erbα–FITC-DNA binding, fluorescence polarization, 90 min;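 active = activity above about 14%, limit read from the data; passing the limit was not always enough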;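 note: 0% = DMSO wells with 35 nM protein and 100% = DMSO wells with 750 nM protein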
Target sequence (P20393 whole entry, looked up): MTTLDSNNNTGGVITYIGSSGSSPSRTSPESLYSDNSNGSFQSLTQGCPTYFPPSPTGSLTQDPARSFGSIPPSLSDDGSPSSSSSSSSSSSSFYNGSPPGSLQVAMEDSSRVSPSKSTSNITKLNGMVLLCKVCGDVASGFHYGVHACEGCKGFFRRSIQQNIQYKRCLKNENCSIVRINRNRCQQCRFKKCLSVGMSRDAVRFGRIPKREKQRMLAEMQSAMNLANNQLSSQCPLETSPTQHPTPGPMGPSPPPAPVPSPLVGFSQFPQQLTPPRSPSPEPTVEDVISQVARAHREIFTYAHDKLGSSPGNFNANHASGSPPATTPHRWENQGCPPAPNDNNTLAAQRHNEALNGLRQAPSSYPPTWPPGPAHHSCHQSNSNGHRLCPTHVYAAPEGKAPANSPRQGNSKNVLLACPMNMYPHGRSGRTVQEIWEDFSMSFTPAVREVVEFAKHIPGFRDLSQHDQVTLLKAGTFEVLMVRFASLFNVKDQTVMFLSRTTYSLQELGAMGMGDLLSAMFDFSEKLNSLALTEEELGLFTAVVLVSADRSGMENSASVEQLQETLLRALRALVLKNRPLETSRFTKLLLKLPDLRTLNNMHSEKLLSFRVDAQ
PLCb3 inh – blocks human PLC-beta3 enzyme activity; actives 0.18% (n = 370,000); inhibition, % at 12.2 µM; Purified PLC-beta3, fluorogenic substrate, fluorescence; Q01970; AID 720704; in the data active = inhibition above about 11%;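 note: 0% = median of compound wells on plate and 100% = full blocker control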
PLCg1 inh – blocks human PLC-gamma1 enzyme activity; P19174; purified PLC-gamma1, fluorogenic substrate, fluorescence; inhibition, % at 12.2 µM; actives 0.84% (n = 370,000); in the data active = inhibition above about 9.5%
DDE Tn6 FP inh – disrupts Tn6 cyclic peptide binding to fibrin D-Dimer-E complex; actives 0.21% (n = 370,000); Fibrin DD(E) TRITC-Tn6 fluorescence polarization displacement; AID 720509; inhibition, % at 8.3 µM; P02675;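 active = inhibition above a per-campaign cutoff: mean of compounds within control limits plus 3 SD, cut at about 15% in these data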;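 note: 0% = median of all compound wells on the plate and 100% = blocking peptide control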
DDE Tn7 FP inh – inhibitors of Tn7 peptide binding to human fibrin DD(E) | P02675 | FP displacement of FITC-Tn7 peptide from fibrin DD(E); 0% = median of compound wells per plate | inhibition, % at 8.3 µM | actives 0.13% (n = 370,000);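 active = inhibition above the mean of compounds falling within the control limits plus 3 SD of them, cut at about 14% in these data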;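 note: 0% = plate median of compound wells and 100% = 10 µM Aha-Tn7 peptide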
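system = human fibrin DD(E) protein | quantity = DD(E) 2 µM final | medium = Tris/NaCl/CaCl2 buffer, pH 7.8 | also added = labelled Tn7 tracer, 0.1 µM | compound dosing = single point at 8.3 µM | timing = compound with protein 10 min, then 3 h after probe, room temperature | signal = FP measurement | benchmarks = Aha-Tn7 high control | repeats = one replicate per compound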
UHRF1 MBD2 ctr – human UHRF1 methylated DNA binding inhibitors; Q96T88; UHRF1 binding to methylated oligo, TR-FRET; inhibition, % at 4.4 µM; actives 0.75% (n = 370,000); in the data active = inhibition above about 21%;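 note: UHRF1 SRA domain binding a hemimethylated CpG hairpin DNA probe; 0% = median of test compound wells and 100% = reference inhibitor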
ASAP1 GAP inh – blocks human ASAP1-stimulated Arf1 GTP hydrolysis; Q9ULH1; GDP FP detection; inhibition, % at 16.5 µM; actives 0.19% (n = 360,000); in the data active = inhibition above about 25%;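 note: 0% = vehicle with enzyme and substrate and 100% = no enzyme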
ARFGAP1 inh – inhibitors of rat ARFGAP1 | Q62848 | Arfgap1-stimulated ARF1 GTP hydrolysis, GDP FP detection | inhibition, % at 16.5 µM | actives 0.26% (n = 360,000) | AID 651572;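 active = inhibition above a per-plate limit, mean inhibition of low control wells plus 3 SD, cut at about 25% in these data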;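 note: 0% = DMSO wells with enzyme and 100% = wells lacking Arfgap1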
Target sequence (Q62848 1-136 limits assumed): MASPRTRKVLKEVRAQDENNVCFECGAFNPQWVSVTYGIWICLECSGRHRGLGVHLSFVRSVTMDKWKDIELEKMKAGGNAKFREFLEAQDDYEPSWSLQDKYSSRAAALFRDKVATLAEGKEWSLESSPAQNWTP
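System: truncated rat Arfgap1 GAP domain / Medium: HEPES-based buffer, pH 7.5 / Also added: N-terminally truncated human ARF1-GTP substrate / Incubation: enzyme reaction 120 min at 25 °C after 20 min preincubation / Measured by: FP of antibody-bound GDP Alexa 633 tracer, ex 620/em 688 nm / Replicates: singlicate, each compound tested once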
KLK7 zymogen act – activates the human kallikrein-7 zymogen | AID 652039 | purified proKLK7, EDANS-DABCYL substrate fluorescence; 100% is mature enzyme control, 0% vehicle | P49862 | activation, % at 7 µM | actives 0.9% (n = 370,000);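 active = activation above the mean of all tested compounds plus 3 SD, computed per campaign excluding outliers beyond control limits, cut at about 13% in these data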
Target sequence (P49862 whole entry, looked up): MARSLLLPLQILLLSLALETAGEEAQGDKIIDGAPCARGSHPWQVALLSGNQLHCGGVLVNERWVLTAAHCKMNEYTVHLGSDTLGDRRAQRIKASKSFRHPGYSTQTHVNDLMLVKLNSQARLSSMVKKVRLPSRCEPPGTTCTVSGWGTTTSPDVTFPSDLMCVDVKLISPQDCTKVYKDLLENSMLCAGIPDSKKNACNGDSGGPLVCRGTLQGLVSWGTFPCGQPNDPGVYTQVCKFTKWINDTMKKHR
Numbers without * were called inactive; i = inactive; . = not tested or not shown. Random draw from the library (roughly 4.5% active in at least one column).

The first 2 compounds (preview)
| item | Structure | ASAP1 GAP inh | PLCg1 inh | ARFGAP1 inh | DDE Tn7 FP inh | PLCb3 inh | UHRF1 MBD2 ctr | Rev-erbA mod | HGIII-sPLA2 inh | DDE Tn6 FP inh | KLK7 zymogen act |
| --- | --- | --- | --- | --- | --- | --- | --- | --- | --- | --- | --- |
| 1 | CCn1c(NCc2c[nH]c3ccccc23)nc2ccccc21 | 8 | 0 | -11 | -1 | 6 | -1 | 3 | -16 | -1 | 0.2 |
| 2 | CN(Cc1ccco1)C(=O)CSc1nc(C2CC2)n(-c2ccccc2)n1 | -10 | 1 | 13 | 3 | -13 | 2 | 1 | 3 | 1 | -0.1 |

All compounds of this part, repeating the preview:
| item | Structure | ASAP1 GAP inh | PLCg1 inh | ARFGAP1 inh | DDE Tn7 FP inh | PLCb3 inh | UHRF1 MBD2 ctr | Rev-erbA mod | HGIII-sPLA2 inh | DDE Tn6 FP inh | KLK7 zymogen act |
| --- | --- | --- | --- | --- | --- | --- | --- | --- | --- | --- | --- |
| 1 | CCn1c(NCc2c[nH]c3ccccc23)nc2ccccc21 | 8 | 0 | -11 | -1 | 6 | -1 | 3 | -16 | -1 | 0.2 |
| 2 | CN(Cc1ccco1)C(=O)CSc1nc(C2CC2)n(-c2ccccc2)n1 | -10 | 1 | 13 | 3 | -13 | 2 | 1 | 3 | 1 | -0.1 |
| 3 | COC(=O)c1cccc(Cn2ccc3ccc(-c4ccc5ccn(C(=O)c6ccc(C)cc6)c5c4)cc32)c1 | . | -16 | . | 3 | -23 | -2 | 46* | 11 | -2 | -24 |
| 4 | COc1ccc(OCc2cc(C(=O)N3CCCN(C(C)=O)CC3)no2)c(Cl)c1 | 6 | 4 | -3 | 0 | -6 | 1 | 0 | 4 | 8 | 0.6 |
| 5 | CCCCCCCCn1c(=O)c(C(=O)OCC)c(O)c2ccccc21 | -4 | 3 | 1 | -9 | -1 | 1 | 1 | 1 | -5 | -0.9 |
| 6 | COc1ccc(OC)c(NC(=O)Cn2c(CCC(=O)O)ccc2-c2ccccc2)c1 | -2 | -5 | -5 | 1 | -2 | -5 | 4 | -42 | 3 | -0.1 |
| 7 | Cc1cccc(NC(=O)CSc2nnc(NC(=O)c3ccco3)s2)c1 | 1 | -6 | -1 | -1 | -7 | -3 | 4 | -10 | 9 | -0.3 |
| 8 | CCCCCC(=O)Nc1cc(S(=O)(=O)O)cc2cc(S(=O)(=O)O)cc(O)c12 | -5 | -45 | -21 | -8 | -108 | 99* | -30 | -10 | -2 | 1.1 |
| 9 | Cn1c(C(=O)NCCN2CCOCC2)cc2c(=O)n(C)c3ccccc3c21 | -7 | -8 | 2 | -3 | -11 | 0 | 2 | 2 | 2 | 0.3 |
| 10 | O=C1NC[C@H](CCCCN2C[C@H](Cc3ccc(O)cc3)N(CCc3ccc(O)cc3)C(=O)C2=O)N(CC2CCCCC2)C1=O | -1 | 0 | 6 | -5 | -2 | -1 | 5 | -14 | -7 | 0.0 |
| 11 | Cc1nn2c3ccccc3n(CC(=O)c3cccs3)c2nc1=O | 1 | -78 | 8 | -5 | -93 | -2 | 0 | 0 | 2 | 2.0 |
| 12 | Cc1nn(C(C)C(=O)Nc2ccc(Cl)cn2)c(C)c1[N+](=O)[O-] (stereo unspecified) | 9 | 3 | 2 | 1 | -18 | -2 | 4 | -2 | -2 | -0.4 |
| 13 | Cc1cccc(C2=NN(c3ccccc3)[C@@H](C(=O)N3CCOC3=O)[C@@H]2C)c1 | 24 | -32 | 13 | 4 | -49 | 0 | 7 | 4 | 2 | 26* |
| 14 | COc1cccc(CN(C)CC(=O)Nc2ccccc2C(=O)Nc2ccccc2)c1 | 6 | 2 | -17 | 5 | -3 | 0 | -6 | -1 | 2 | 0.1 |
| 15 | C=CCC1C=C(C)CC(CC=C)N1 (stereo unspecified) | 2 | 2 | 1 | -4 | 4 | 1 | 1 | -2 | 5 | 0.4 |
| 16 | S=C1c2ccccc2CN1c1ccccc1 | -5 | -5 | 5 | 0 | -3 | 0 | -10 | -21 | 0 | -0.1 |

Ordered by heavy-atom count (ascending): part of the list above.
| item | Structure | ASAP1 GAP inh | PLCg1 inh | ARFGAP1 inh | DDE Tn7 FP inh | PLCb3 inh | UHRF1 MBD2 ctr | Rev-erbA mod | HGIII-sPLA2 inh | DDE Tn6 FP inh | KLK7 zymogen act |
| --- | --- | --- | --- | --- | --- | --- | --- | --- | --- | --- | --- |
| 16 | S=C1c2ccccc2CN1c1ccccc1 | -5 | -5 | 5 | 0 | -3 | 0 | -10 | -21 | 0 | -0.1 |
| 13 | Cc1cccc(C2=NN(c3ccccc3)[C@@H](C(=O)N3CCOC3=O)[C@@H]2C)c1 | 24 | -32 | 13 | 4 | -49 | 0 | 7 | 4 | 2 | 26* |
| 14 | COc1cccc(CN(C)CC(=O)Nc2ccccc2C(=O)Nc2ccccc2)c1 | 6 | 2 | -17 | 5 | -3 | 0 | -6 | -1 | 2 | 0.1 |
| 10 | O=C1NC[C@H](CCCCN2C[C@H](Cc3ccc(O)cc3)N(CCc3ccc(O)cc3)C(=O)C2=O)N(CC2CCCCC2)C1=O | -1 | 0 | 6 | -5 | -2 | -1 | 5 | -14 | -7 | 0.0 |

(more compounds)
| item | Structure | ASAP1 GAP inh | PLCg1 inh | ARFGAP1 inh | DDE Tn7 FP inh | PLCb3 inh | UHRF1 MBD2 ctr | Rev-erbA mod | HGIII-sPLA2 inh | DDE Tn6 FP inh | KLK7 zymogen act |
| --- | --- | --- | --- | --- | --- | --- | --- | --- | --- | --- | --- |
| 17 | Cc1ccccc1-c1nc(Cc2ccccc2)no1 | 16 | 5 | 14 | 1 | -1 | 3 | 0 | 15 | 7 | -0.4 |
| 18 | CCOC(=O)Nc1ccc(S(=O)(=O)N(C)C(C)C)cc1 | 10 | 1 | -4 | 3 | 3 | 0 | -3 | -3 | -4 | 0.3 |
| 19 | COc1cccc(C2CC(c3ccc(NS(C)(=O)=O)cc3)=NN2C(=O)c2ccccc2)c1OC (stereo unspecified) | 3 | -26 | 9 | -5 | -24 | -2 | 0 | -19 | 0 | -0.5 |
| 20 | O=C(COC(=O)CCS(=O)(=O)c1ccccc1)Nc1cc(S(=O)(=O)N2CCCCC2)ccc1Cl | 4 | 5 | 4 | -7 | 1 | 2 | 0 | -26 | 2 | 0.2 |
| 21 | C/C(=N\NC(=O)c1c(Cl)cnn1C)c1cccc(NC(=O)C(C)C)c1 | 6 | -1 | -11 | -1 | -2 | -2 | 3 | -5 | 8 | 0.3 |
| 22 | CC(=O)c1c(C)[nH]c(C(=O)OCC(=O)N2CCc3ccccc32)c1C | 7 | 1 | -5 | 3 | 2 | 4 | -4 | -1 | -1 | 0.0 |
| 23 | Cc1nn(C)c(Cl)c1CN1CCCC(CO)(Cc2ccccc2)C1 (stereo unspecified) | -5 | 0 | 8 | -9 | 2 | -1 | -1 | -2 | -3 | 0.4 |
| 24 | Cc1ccsc1/C=N/NC(=O)c1ccco1 | 2 | 2 | -3 | -4 | -104 | -2 | 3 | 6 | -4 | -0.1 |
| 25 | COc1cc(Cl)ccc1OCc1cc(C(=O)N[C@H]2CCCCNC2=O)no1 | 5 | 0 | -9 | 0 | -7 | -2 | 1 | -7 | 2 | -0.1 |
| 26 | COc1ccc(C(=O)CC(=O)c2ccccc2)cc1 | 5 | -13 | -10 | 0 | -27 | -1 | -2 | -17 | -3 | -1.1 |
| 27 | CCOC(=O)CC1C(=O)NCCN1C(=O)c1cc2c(=O)n3cccc(C)c3nc2s1 (stereo unspecified) | 16 | -494 | -5 | 5 | i | -8 | -2 | 5 | 7 | 43* |
| 28 | CC1=NN(c2ccccc2)C(=O)/C1=C\c1cc(C)n(-c2cccnc2)c1C | -5 | 1 | 0 | -4 | -7 | -7 | 5 | 4 | -2 | -0.3 |
| 29 | O=C(NCC1([N+](=O)[O-])CN(C(=O)c2ccccc2)CN(C(=O)c2ccccc2)C1)c1ccccc1 | -16 | 2 | -7 | 1 | -3 | 0 | 5 | 0 | -4 | 0.8 |
| 30 | CN(NC(=O)c1ccc(Cl)cc1Cl)C1=NS(=O)(=O)c2ccccc21 | -9 | -2 | 3 | -3 | 3 | 0 | -11 | -8 | -4 | -0.6 |
| 31 | CCC/C(=N/NC(=O)c1ccccc1Cl)c1ccccc1 | 4 | 4 | -9 | -3 | -2 | 2 | 4 | -5 | -4 | 0.4 |
| 32 | CCOC(=O)C1(C)Oc2cccnc2NC1=O (stereo unspecified) | -23 | 0 | 9 | -1 | 1 | -2 | 6 | -2 | 2 | 0.6 |
| 33 | CC(=O)c1ccc(NC(=O)CN2CCOCC2)cc1 | -5 | 1 | -3 | -1 | -3 | 0 | -1 | -2 | 5 | -0.3 |
| 34 | CCOC(=O)c1c(C)c(C(=O)N2CCN(c3cccc(Cl)c3)CC2)c(C)n1C | -16 | 0 | 7 | 3 | -1 | 18 | -3 | -17 | 9 | 0.4 |
| 35 | Cc1cc(NC(=O)C(C)Oc2ccc(Cl)cc2Cl)no1 (stereo unspecified) | 3 | 0 | 4 | 4 | -6 | 1 | 3 | 2 | 6 | -0.2 |
| 36 | NC(=O)c1cccc(NC(=O)Nc2ccc(Cl)cc2)c1 | -8 | 0 | -5 | 1 | -4 | 3 | 0 | 1 | -5 | 0.1 |
| 37 | C/C(=N\NC(=O)c1ccc(Cl)cc1)c1cccc(NC(=O)c2cccnc2)c1 | 3 | -17 | 1 | 2 | -13 | 5 | -5 | 10 | 0 | -0.9 |
| 38 | Cc1cc(C)n(-c2nc(NCC3CCCO3)c3c4c(sc3n2)COC(C)(C)C4)n1 (stereo unspecified) | -9 | -28 | 1 | -10 | -41 | 0 | -1 | 1 | 5 | -1.3 |
| 39 | COc1cc(OC)cc(-c2cc3nc4c(c(N5CCN(c6cnccn6)CC5)n3n2)CCCC4)c1 | 2 | -15 | -6 | 2 | -32 | 2 | -3 | -9 | 2 | -2.7 |
| 40 | CCC1CCC2(CC1)NNC(=S)NN2 | 6 | 2 | -6 | 0 | -1 | -1 | 2 | 8 | -1 | -0.1 |
| 41 | Cc1cc(-n2c(C)cc(C(=O)CSc3[nH]c(=O)cc(C(F)(F)F)c3C#N)c2C)no1 | 1 | -79 | -10 | 3 | -117 | -2 | 2 | -10 | 8 | 1.9 |

Exported with each value named: entries from further up
40: CCC1CCC2(CC1)NNC(=S)NN2
  ASAP1 GAP inh: 6
  PLCg1 inh: 2
  ARFGAP1 inh: -6
  DDE Tn7 FP inh: 0
  PLCb3 inh: -1
  UHRF1 MBD2 ctr: -1
  Rev-erbA mod: 2
  HGIII-sPLA2 inh: 8
  DDE Tn6 FP inh: -1
  KLK7 zymogen act: -0.1
41: Cc1cc(-n2c(C)cc(C(=O)CSc3[nH]c(=O)cc(C(F)(F)F)c3C#N)c2C)no1
  ASAP1 GAP inh: 1
  PLCg1 inh: -79
  ARFGAP1 inh: -10
  DDE Tn7 FP inh: 3
  PLCb3 inh: -117
  UHRF1 MBD2 ctr: -2
  Rev-erbA mod: 2
  HGIII-sPLA2 inh: -10
  DDE Tn6 FP inh: 8
  KLK7 zymogen act: 1.9

Compound activity: PubChem BioAssay, several laboratories
